DUSP3 inh: inhibitors of human VHR1 phosphatase (DUSP3); P51452; recombinant VHR phosphatase, pNPP absorbance; inhibition, % at 13.3 µM; 0.52% of 290,000 active; AID 1654; in the data active means inhibition above about 50%; further: some compounds called inactive have numbers as strong as hits
Target sequence (P51452 whole entry, looked up): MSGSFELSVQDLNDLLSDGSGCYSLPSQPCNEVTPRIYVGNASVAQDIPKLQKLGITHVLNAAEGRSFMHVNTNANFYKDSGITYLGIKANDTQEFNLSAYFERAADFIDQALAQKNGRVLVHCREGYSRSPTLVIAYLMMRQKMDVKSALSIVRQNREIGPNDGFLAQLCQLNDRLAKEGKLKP
BH1578 lux ind: inducers of Vibrio cholerae quorum light production without autoinducers; AID 588436; activation, % at 18.7 µM; 0.16% of 350,000 active; V. cholerae BH1578 lux reporter, luminescence, 6 h; in the data active means activation mostly above about 9.7%, no sharp cut-off; further: not every result past the cut was called active; inactives centre near 0; reference of the scale not given here
SARS 3CLpro inh: SARS-CoV 3CLpro protease inhibition; inhibition, % at 6 µM; 0.14% of 290,000 active; P0C6X7; AID 1706; recombinant SARS-CoV 3CLpro, quenched FRET peptide cleavage; in the data active means inhibition above about 12%
Mtb FBA inh: Mtb fructose-bisphosphate aldolase inhibition | AID 588726 | inhibition, % at 1 µM | purified M. tuberculosis FBA, fluorescence read-out | 2.3% of 360,000 active; in the data active means inhibition above about 27%;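 further: 0% = vehicle and 100% = reference inhibitor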
Target sequence (P9WQA3 whole entry, looked up): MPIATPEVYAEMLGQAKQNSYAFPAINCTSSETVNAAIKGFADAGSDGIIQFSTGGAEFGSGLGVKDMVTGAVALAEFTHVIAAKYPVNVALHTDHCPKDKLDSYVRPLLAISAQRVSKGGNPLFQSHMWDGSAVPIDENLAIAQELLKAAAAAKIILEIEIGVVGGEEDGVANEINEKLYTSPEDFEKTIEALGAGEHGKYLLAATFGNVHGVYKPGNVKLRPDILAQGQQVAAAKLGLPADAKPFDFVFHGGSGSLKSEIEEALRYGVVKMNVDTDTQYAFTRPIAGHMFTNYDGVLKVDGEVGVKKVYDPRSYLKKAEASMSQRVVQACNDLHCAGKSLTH
MazF activator: MazEF (E. coli) toxin RNase activation | activation, % at 20 µM | P0AE70 | 0.32% of 350,000 active | AID 504720 | FAM/BHQ RNA-DNA oligo cleavage fluorescence, 5 h; in the data active means activation above about 50%
Target sequence (P0AE70 whole entry, looked up): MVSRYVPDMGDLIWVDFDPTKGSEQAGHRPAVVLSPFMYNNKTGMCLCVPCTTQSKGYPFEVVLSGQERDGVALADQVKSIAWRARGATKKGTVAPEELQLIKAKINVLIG
Mtb UGM inh: inhibitors of M. tuberculosis UDP-galactopyranose mutase; inhibition, % at 10 µM; 0.06% of 320,000 active; purified UGM, fluorescence polarization probe displacement; in the data active means inhibition above about 10%, passing the limit was not always enough
Target sequence (P9WIQ1 whole entry, looked up): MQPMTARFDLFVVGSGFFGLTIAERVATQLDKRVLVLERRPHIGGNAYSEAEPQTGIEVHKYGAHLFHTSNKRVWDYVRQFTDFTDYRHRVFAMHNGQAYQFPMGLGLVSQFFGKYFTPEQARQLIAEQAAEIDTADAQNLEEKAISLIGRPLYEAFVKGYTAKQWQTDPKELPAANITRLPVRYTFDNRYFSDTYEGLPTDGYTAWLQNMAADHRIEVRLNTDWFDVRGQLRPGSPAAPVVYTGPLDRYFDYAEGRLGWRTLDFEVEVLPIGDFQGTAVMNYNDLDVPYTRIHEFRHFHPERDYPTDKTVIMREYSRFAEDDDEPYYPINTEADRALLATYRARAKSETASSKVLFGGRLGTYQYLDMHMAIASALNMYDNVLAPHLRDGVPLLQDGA
Rv3671c protease: inhibitors of M. tuberculosis serine protease Rv3671c; P9WHR9; inhibition, % at 5.96 µM; 0.048% of 320,000 active; AID 2606; in the data active means inhibition above about 38%;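 further: extracellular domain of Rv3671c used as enzyme; 0% = enzyme with DMSO and 100% = no enzyme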
GDH-TPI inh: inhibits GDH-TPI coupling enzymes, artifact for Mtb FBA screen | GDH-TPI coupled enzyme counterscreen, NADH absorbance | inhibition, % at 4.8 µM | 1.2% of 360,000 active | AID 588335; in the data active means inhibition above about 30%;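 further: 0% = DMSO wells and 100% = wells lacking the enzyme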
SSB-PriA inh: inhibitors of Klebsiella pneumoniae PriA binding to SSB C-terminal tail; inhibition, % at 33 µM; 0.6% of 430,000 active; AlphaScreen SSBct-PriA binding, biotinylated peptide; AID 1272365; in the data active means inhibition mostly above about 37%, no sharp cut-off; inactive means mostly below about 20%;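 further: plate controls were negative control peptide for no effect and reference peptide for full effect; strong numbers were not always called active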
BioA inh: inhibitors of Mycobacterium tuberculosis BioA enzyme; inhibition, % at 9.99 µM; purified M. tuberculosis BioA enzyme, plate reader; 0.096% of 360,000 active; in the data active means inhibition above about 40%
* marks the source's active call; other numbers are inactive results; i = inactive; · = not tested or not shown; & = joins results of further samples. Only part of the results is shown; the hit share may differ from the screen's.

cpd | SMILES | SSB-PriA inh | GDH-TPI inh | BH1578 lux ind | SARS 3CLpro inh | BioA inh | MazF activator | Rv3671c protease | Mtb FBA inh | DUSP3 inh | Mtb UGM inh
1 | COc1ccccc1Nc1ncccc1C(=O)NCc1ccccc1 | -9 | -6 | -0.2 | 1 | -3.1 | 19 | -8 | -1 | 0 | -2.5
2 | Cc1c(NS(=O)(=O)c2ccc(Br)cc2)c(=O)n(-c2ccccc2)n1C | 2 | -1 | -0.4 | -1 | 0.3 | 7 | 2 | 3 | 44 | 0.9
3 | Fc1ccc(Oc2ncccn2)c(F)c1 | -3 | -1 | i | -8 | -1.0 | 2 | 0 | 2 | -7 | -0.8
4 | Cc1cc(C)n(-c2nncn2NC(=O)c2ccc(Cl)cc2O)n1 | 1 | 12 | i | 4 | 0.4 | 4 | -4 | 12 | -2 | 2.2
5 | Oc1c(CN2CCCC(C(F)(F)F)C2)cc(Cl)c2ccccc12 (centres undefined) | 1 | 0 | i | 4 | -3.2 | 0 | 13 | 10 | 35 | 0.3
6 | Nc1nonc1C(=O)OCC(=O)N1CCCCC1 | -2 | 1 | i | 1 | -1.5 | 5 | -7 | 2 | 23 | -2.0
7 | O=C(Nc1ccc(CN2CCCCC2)cc1)c1cccc(F)c1 | -7 | -1 | -0.7 | 0 | 3.2 | 6 | -4 | 0 | 13 | 0.8
8 | COc1cccc(C2CC(c3cccs3)=NN2C(=O)CSC2=NN3CCCC(=O)N=C3S2)c1OC (centres undefined) | 2&-5 | 3 | -0.8 | -2 | -0.8 | 4 | 3 | 2 | 53* | 0.8
9 | Cc1ccc(NC(=O)COC(=O)CCc2c(C)nc3nc(N)nn3c2C)cc1C | -1 | 3 | 7.1 | · | 0.8 | 4 | -7 | 4 | · | -2.7
10 | FC(F)(F)c1nc2nc(Cl)c(Cl)nc2[nH]1 | · | 26 | -2.9 | · | · | -2 | · | 5 | · | ·
11 | COc1ccc(CC(=O)Nc2ccc3c(c2)CCC3)cc1S(=O)(=O)N1CCOCC1 | -9 | 3 | -1.9 | -6 | -0.7 | 3 | 3 | 5 | 21 | -1.9
12 | COC(=O)CN1C(=O)[C@H]2[C@@H](c3ccc(C)o3)N3C(=O)CN(Cc4ccccc4)C(=O)[C@@]3(Cc3ccccc3)[C@H]2C1=O | -5 | 5 | i | -3 | -0.3 | -21 | -2 | 6 | 32 | 1.4
13 | O=C(OCc1cccc2ccccc12)c1ccc2c(=O)[nH]c(CN3CCOCC3)nc2c1 | -5 | 10 | 7.1 | -2 | · | 8 | · | -1 | 7 | ·
14 | Cc1ccc(C)c(C(=O)COC(=O)c2cc([N+](=O)[O-])ccc2N2CCOCC2)c1 | -1 | 9 | i | · | 0.1 | 7 | 4 | -3 | · | -0.4
15 | C=Cc1ccc(Cn2c(=O)n(C)c(=O)c3sccc32)cc1 | -12 | 15 | -0.4 | 1 | -1.3 | -13 | 0 | 1 | 13 | -1.7
16 | CC(Sc1nnc(-c2cccnc2)o1)C(=O)NC1CCCCC1 (centres undefined) | -3 | 2 | -2.9 | · | -1.1 | 4 | -6 | -5 | · | -1.1
17 | CCCCN1C(N)=NC[C@@H]1c1ccccc1 | -6 | -4 | i | · | -1.1 | 1 | -1 | 2 | · | 0.5
18 | CCN(CC)CCN(C(=O)c1ccc(S(=O)(=O)N2CCOCC2)cc1)c1nc2cc3c(cc2s1)OCCO3 | 0&-3 | 12 | -0.2 | -2 | -0.6 | 7 | -13 | 5 | 14 | -0.1
19 | CCC(=O)c1ccc(OCC(=O)OCC(=O)Nc2ccc(C)c(S(=O)(=O)N3CCCCC3)c2)cc1 | 3 | 6 | i | · | -1.6 | 1 | -11 | 3 | · | 1.5
20 | CCOc1ccc(OCc2ccc(C(=O)N3N=C(C(F)F)CC3(O)C(F)F)o2)cc1 (centres undefined) | 2 | 3 | -0.1 | -2 | -0.4 | -4 | -2 | -2 | 13 | -0.2
21 | Cc1ccccc1-n1c(C)cc(/C=N/NC(=O)c2ccc(CN3CCOCC3)cc2)c1C | · | 18 | -0.1 | 1 | -2.9 | -7 | 6 | -3 | 3 | 2.9
22 | CCOC(=O)C1CCCN(C(=S)NC(=O)/C=C/c2ccc(F)cc2)C1 (centres undefined) | -4 | 13 | -0.3 | -2 | -1.9 | 3 | -9 | -1 | -27 | 0.1
23 | COc1ccc(NC(=S)NCCN2CCC(C)CC2)cc1 | -13 | 4 | 0.9 | -7 | · | -20 | 2 | 4 | 6 | -1.6
24 | COc1cc(C(=O)NCc2ccc(S(N)(=O)=O)cc2)ccc1OCC(=O)N1CCOCC1 | -4 | -10 | -3.4 | · | -0.9 | 12 | -1 | -2 | · | -1.8
25 | O=C(COc1ccccc1F)NNC(=O)Cc1ccc(S(=O)(=O)N2CCOCC2)s1 | -5 | 10 | 4.2 | · | -0.6 | -1 | 12 | 0 | · | 2.2
26 | C#CCOCCOCCOCCNc1nc(N2CCN(C(=O)CCCCCCCCCCNC(=O)[C@H](CCC(=O)O)n3cc(CCCCCN)nn3)CC2)nc(N2CCN(C(=O)CCCCCCCCCCNC(=O)[C@@H]([C@H](C)O)n3cc(C)nn3)CC2)n1 | -21 | 9 | i | · | -1.9 | 16 | 3 | 0 | · | -3.4
27 | CCN1CCN(S(=O)(=O)c2ccc(-c3cc(C)no3)s2)CC1 | -2 | 6 | -0.4 | -1 | -2.1 | 4 | 3 | 0 | 12 | -1.8
28 | CC(C)=CCOc1c2occc2cc2ccc(=O)oc12 | -16 | 0 | i | 0 | 1.1 | 11 | -12 | -1 | 9 | 2.3
29 | N#Cc1c(N)n(-c2ccccc2)c(=O)c2cc([N+](=O)[O-])ccc12 | -8 | -8 | -2.8 | 6 | 0.4 | 4 | -6 | 0 | 12 | 0.0
30 | COc1cccc(/C=C/C(=O)OCC(=O)NCCCc2ccccc2)c1OC | -5 | 4 | -0.2 | · | -0.5 | 0 | -3 | -2 | · | 3.6
31 | Cc1ccc(Oc2nnc(-c3cccs3)c3ccccc23)cc1C | 3 | 2 | -0.2 | -1 | · | -10 | 2 | 2 | -1 | 0.8
32 | CC(C)(C)OC(=O)C[C@H]1C/C=C\C[C@H](CC(=O)N(CCO)Cc2ccccc2)C(=O)N[C@@H](Cc2ccccc2)COC1=O | 0 | 1 | -0.8 | · | 0.7 | 2 | -5 | -1 | · | -1.0
33 | CCN1/C(=C/C=C/C=C/C=C/c2sc3ccccc3[n+]2CC)Sc2ccccc21 | · | 3 | -0.6 | -1 | 0.3 | -25 | -58 | -1 | 2 | -0.3
34 | O=C(CS(=O)(=O)c1ccccc1)Nc1nc2ccccc2s1 | -10 | 13 | -0.3 | -1 | -0.8 | -8 | -2 | -3 | 3 | -0.6
35 | O=C(CNC(=O)OCc1ccccc1)NC1(C(=O)O)CCCC1 | -7 | 8 | 6.8 | · | 0.0 | 0 | · | 1 | · | ·
36 | CN1C(=O)C(Cc2ccccc2)C(=O)N(C)C1=O | -12 | -4 | -1.1 | · | · | -4 | · | 0 | · | ·
37 | CC(=O)c1ccc(S(=O)(=O)N2CCNCC2)cc1 | -4 | 6 | -0.5 | 0 | -0.5 | 7 | 2 | 2 | -12 | 1.6
38 | O=C(Nc1cccc(C(F)(F)F)c1)c1cc(Br)cc2c1OCC2 | -8 | -7 | -0.6 | 6 | · | 2 | 10 | 3 | 2 | 0.0
39 | CCOc1ccc(N2C(=O)CN=C2Nc2ccccc2F)cc1 | -22 | 5 | i | -2 | · | 2 | -5 | 5 | 28 | -0.4
40 | O=C(CCC(=O)OCc1ccc([N+](=O)[O-])cc1Cl)Nc1ccccc1 | -4 | 6 | -0.8 | 0 | -2.0 | -2 | 0 | 0 | 6 | -0.2

Filtered by structure: the compounds so far containing bromine.
cpd | SMILES | SSB-PriA inh | GDH-TPI inh | BH1578 lux ind | SARS 3CLpro inh | BioA inh | MazF activator | Rv3671c protease | Mtb FBA inh | DUSP3 inh | Mtb UGM inh
2 | Cc1c(NS(=O)(=O)c2ccc(Br)cc2)c(=O)n(-c2ccccc2)n1C | 2 | -1 | -0.4 | -1 | 0.3 | 7 | 2 | 3 | 44 | 0.9
38 | O=C(Nc1cccc(C(F)(F)F)c1)c1cc(Br)cc2c1OCC2 | -8 | -7 | -0.6 | 6 | · | 2 | 10 | 3 | 2 | 0.0

Continued:
cpd | SMILES | SSB-PriA inh | GDH-TPI inh | BH1578 lux ind | SARS 3CLpro inh | BioA inh | MazF activator | Rv3671c protease | Mtb FBA inh | DUSP3 inh | Mtb UGM inh
41 | Cc1ccc(S(=O)(=O)N2CCCCC2)cc1NC(=O)C1CC(=O)N(c2ccc3c(c2)OCCO3)C1 (centres undefined) | -6 | -22 | -0.3 | · | · | -6 | -11 | 2 | · | 3.5
42 | CC(=O)NC(=S)Nc1ccc(S(=O)(=O)Nc2nc(C)cc(C)n2)cc1 | -7 | 1 | -0.2 | 6 | · | 6 | 6 | 3 | 15 | -1.2
43 | CCOC(=O)c1nc2ccccc2c(=O)n1-c1ccc(C)cc1C | -3 | 7 | i | 4 | 2.4 | -6 | -8 | 23 | -8 | -2.0
44 | Cn1c(=O)[nH]c(=O)c2c1nc(Br)n2CC(O)COc1ccc(Cl)cc1 (centres undefined) | -1 | 3 | -0.2 | 0 | -0.7 | 6 | 6 | 1 | 13 | -2.1
45 | Cc1cc(NS(=O)(=O)N(C)C)ccc1C(C)C | -14 | 0 | i | 3 | -7.2 | 16 | 8 | 5 | 22 | 1.4
46 | O=C(NNC(=O)c1sc2cccc(Cl)c2c1Cl)Nc1ccccc1 | 5 | 28 | i | -1 | -1.4 | 2 | -1 | -2 | -1 | -4.1
47 | Cc1ccc(C(=O)O/N=C2\CCCc3ccccc32)cc1 | · | 7 | i | 1 | -1.6 | 3 | 5 | 0 | 29 | 2.0
48 | NC(=O)[C@@H]1CCNc2c(I)cc([N+](=O)[O-])cc2C(=O)N[C@@H](CCC(=O)O)C(=O)N[C@@H](CO)C(=O)N1 | -6 | 30 | -1.6 | -4 | -1.3 | 1 | 2 | -1 | 12 | -0.4
49 | Cc1cccc(NC(=O)CNC(=O)c2ccccc2Cl)n1 | -1 | 3 | i | 1 | -2.7 | 7 | -1 | 0 | 10 | -13
50 | Cn1nnc(C(O)CNCc2cccs2)n1 (centres undefined) | 0 | 7 | -0.4 | -3 | -6.8 | -7 | 5 | 1 | 18 | -1.3
51 | CCc1c(C)sc(NC(=S)Nc2cccnc2)c1C(=O)OC | 1 | 10 | -0.3 | 6 | · | 7 | 3 | -2 | 18 | 0.7
52 | O=C(NNC1=NS(=O)(=O)c2ccccc21)C1CC(=O)N(c2ccccc2)C1 (centres undefined) | -23 | -1 | -0.5 | -4 | · | 2 | -4 | 0 | -38 | 3.0
53 | CSc1ccc(OC2(C)CCN(Cc3ccc(-c4ccccn4)cc3)C2)cc1 (centres undefined) | · | -2 | -0.3 | · | -0.5 | · | · | 1 | · | ·
54 | CCOc1cccc2sc(N(CCN(C)C)C(=O)c3ccc4ccccc4c3)nc12 | 29&19 | -3 | -0.4 | 0 | 0.0 | 0 | 0 | -2 | 4 | 1.1
55 | COc1ccc(/C=N/n2cnc3c([nH]c4ccccc43)c2=O)cc1CO | · | 9 | -3.6 | -3 | · | 12 | -5 | 10 | 25 | -0.8
56 | O=C(c1cc(-c2ccncc2)nc2ccccc12)N1CCN(Cc2ccccc2)CC1 | 10 | 13 | -4.3 | · | 6.7 | -2 | 3 | 3 | · | 2.7
57 | CN1CCC(=O)N([C@H](CO)c2ccccc2)CC1 | -4 | -9 | -0.4 | 0 | -0.9 | 3 | 5 | 1 | 17 | -0.4
58 | Cc1cc(C)cc(Oc2nc(-c3ccccc3)cc(C)c2S(C)(=O)=O)c1 | -27 | -1 | 2.8 | 2 | · | -1 | 1 | 1 | -6 | 2.0
59 | COc1ccc(Cn2c(C(F)(F)F)ccc(C(N)=O)c2=O)cc1 | -5 | 3 | i | 1 | · | 8 | 9 | 4 | 16 | 0.0
60 | CC1(C)Cc2c(cnn2-c2cccc(F)c2)C(NC(=O)c2cc[n+]([O-])cc2)C1 (centres undefined) | -1 | -3 | -0.7 | 3 | 5.3 | -6 | -7 | -2 | 24 | -0.1
61 | COc1ccc(-n2c(=S)[nH]c3sc4c(c3c2=O)CCN(C)C4)cc1 | · | · | · | -3 | · | · | 7 | · | 25 | -1.9
